# Assay outcomes deposited in PubChem by several laboratories.
# HePTP inh: human HePTP phosphatase inhibition | P35236 | recombinant HePTP phosphatase activity, OD absorbance | inhibition, % at 20 µM | 110,000 tested, 0.64% active | AID 521; in the data active = inhibition above about 50%;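 also: plate controls were vehicle for no effect and reference inhibitor for full effect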
# Target sequence (P35236 whole entry, looked up): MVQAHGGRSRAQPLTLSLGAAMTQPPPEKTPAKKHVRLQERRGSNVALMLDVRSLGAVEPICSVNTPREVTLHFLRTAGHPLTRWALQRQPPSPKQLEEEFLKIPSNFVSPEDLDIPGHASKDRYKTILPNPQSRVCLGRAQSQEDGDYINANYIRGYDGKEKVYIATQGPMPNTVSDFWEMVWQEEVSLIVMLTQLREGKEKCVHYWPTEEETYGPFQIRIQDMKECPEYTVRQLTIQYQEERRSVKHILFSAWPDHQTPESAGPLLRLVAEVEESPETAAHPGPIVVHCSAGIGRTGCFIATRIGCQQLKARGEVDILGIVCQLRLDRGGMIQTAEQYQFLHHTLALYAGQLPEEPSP
# BAP1 inh: inhibitors of human BAP1 deubiquitinase | recombinant BAP1, Ub-AMC hydrolysis fluorescence kinetic; stronger effect = lower value | 72,000 tested, 0.48% active | AID 436 | activity remaining (% of control), % at 20 µM | Q92560;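 active = activity remaining at or below 50% of control, provided the compound also passes the data quality filters; inactive = the rest, including low values that fail the filters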;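 also: 100% = DMSO wells rate and 0% = substrate alone blank rate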
# Target sequence (Q92560 whole entry, looked up): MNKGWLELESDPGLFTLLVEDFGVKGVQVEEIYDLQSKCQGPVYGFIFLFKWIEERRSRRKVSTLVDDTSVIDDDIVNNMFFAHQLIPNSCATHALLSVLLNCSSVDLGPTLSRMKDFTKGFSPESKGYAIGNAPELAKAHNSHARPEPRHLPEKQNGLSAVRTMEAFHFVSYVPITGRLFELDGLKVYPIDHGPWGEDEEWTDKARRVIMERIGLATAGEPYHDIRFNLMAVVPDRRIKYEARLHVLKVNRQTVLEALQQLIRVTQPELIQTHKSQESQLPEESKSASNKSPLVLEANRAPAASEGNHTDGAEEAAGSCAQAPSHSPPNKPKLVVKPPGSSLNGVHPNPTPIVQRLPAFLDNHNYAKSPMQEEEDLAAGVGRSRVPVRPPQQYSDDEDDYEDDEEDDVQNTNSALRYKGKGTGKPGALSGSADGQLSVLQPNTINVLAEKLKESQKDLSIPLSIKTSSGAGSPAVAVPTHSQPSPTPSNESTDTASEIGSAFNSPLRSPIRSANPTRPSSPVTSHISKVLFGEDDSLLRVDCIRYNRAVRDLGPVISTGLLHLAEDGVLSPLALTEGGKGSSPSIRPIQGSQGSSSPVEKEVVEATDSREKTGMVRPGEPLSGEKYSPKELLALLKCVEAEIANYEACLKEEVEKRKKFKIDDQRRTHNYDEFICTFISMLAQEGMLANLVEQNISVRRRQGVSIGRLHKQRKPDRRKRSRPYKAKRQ
# Numbers without * were called inactive; · = not tested or not shown; & = joins results of further samples.
# Second line of a record: HePTP inh, BAP1 inh
Cc1ccc(C)c(NC(=O)CN(c2ccc(C)c(Cl)c2)S(C)(=O)=O)c1
    4, ·
Cc1cc(C)n2nnnc2c1C#N
    10, 110
COc1cc(OC)cc(C(=O)Nc2ccc(C(N)=O)cc2)c1
    4, ·
COc1ccc(-c2cc(C(=O)Nc3ccccn3)c3ccccc3n2)cc1OC
    -5, ·
Cc1ccc(NCC(=O)N/N=C\c2ccc[nH]2)cc1
    -5, ·
CCc1nnc(SCc2cn3c(C)cc(C)nc3n2)n1N
    -5, 74
CC1(C)Cc2c(sc3nc(SCCOc4ccccc4)n(-c4ccccc4)c(=O)c23)CO1
    4, ·
CC(=O)Nc1ccccc1-c1nc2ccc(C(=O)N3CCN(c4ccccc4)CC3)cc2[nH]c1=O
    15, 74
CC(C)(C)NC(=O)C(c1ccncc1)N(C(=O)CNC(=O)c1ccco1)c1ccc2c(c1)OCO2 (stereo not drawn)
    -7, 87
CCCc1cc(=O)n2[nH]c(NCc3ccc(Cl)cc3Cl)nc2n1
    11, 102
O=[N+]([O-])c1ccc(OC(CNS(=O)(=O)c2ccc(Cl)cc2)c2ccccc2)cc1 (stereo not drawn)
    -4, ·
COc1cc(C(=O)Nc2ncc3c(n2)CC(C)(C)CC3=O)cc(OC)c1OC
    -1, ·
CCCC1CCC(C(=O)Nn2cnc3ccccc3c2=O)CC1 (stereo not drawn)
    6, 99
CC(=O)Nc1cc(-c2ccc(Cl)cc2)[nH]n1
    -2, ·
CC1=NC2(CCCc3c2no[n+]3[O-])N(O)C1(C)C (stereo not drawn)
    6&-5, 108
Cc1ccccc1NC(=O)C1CC(=O)N(c2ccccc2F)C1 (stereo not drawn)
    8, 104
Cc1ccc(C)c(CN2C(=O)C(C)Oc3ccc(C)cc32)c1 (stereo not drawn)
    4, 109
COC(=O)C1CCN(C(=O)COc2ccc(Cl)cc2)CC1
    -1, 95
CCOC(=O)c1ccc(N2NC(=O)/C(=C/c3cc(OC)c(OC)cc3Br)C2=O)cc1
    5, ·
CCN1CCN(c2cc(C)c3cc(NC(=O)c4cnccn4)ccc3n2)CC1
    6, 81
Brc1ccc(CSc2ncnc3nc[nH]c23)cc1
    -4, 93
C=CCc1c(C)nc2cc(-c3ccc(C)cc3)[nH]n2c1=O
    4, ·
Cc1ccc(-c2cc(C(=O)N3CCC(Cc4ccccc4)CC3)c3ccccc3n2)o1
    9, ·
CCN(CC)C(=Nc1ccccc1)n1cncn1
    4, ·
Cc1cccc2nc(=S)n(C(=O)c3ccco3)n12
    1, 85
CN(C)CCCN1C(=O)C(O)=C(C(=O)c2cccs2)C1c1ccccn1 (stereo not drawn)
    -4, 59
CSc1ccc(NC(=O)CC(C)=O)cc1
    8, 96
Nc1ccc(C2CCCc3nonc32)c2nonc12 (stereo not drawn)
    -2, 98
CC(C)C(=O)NC(=S)N1CCOCC1
    9, ·
OC(CNCC1CCCO1)Cn1c2ccc(Br)cc2c2cc(Br)ccc21 (stereo not drawn)
    3, ·

# Part of the list above in order of length of the SMILES, low to high:
# Second line of a record: HePTP inh, BAP1 inh
Cc1ccc(NCC(=O)N/N=C\c2ccc[nH]2)cc1
    -5, ·
COc1ccc(-c2cc(C(=O)Nc3ccccn3)c3ccccc3n2)cc1OC
    -5, ·
Cc1ccc(C)c(NC(=O)CN(c2ccc(C)c(Cl)c2)S(C)(=O)=O)c1
    4, ·

# The listing picks up, starting 3 compounds before the break.
# Second line of a record: HePTP inh, BAP1 inh
Nc1ccc(C2CCCc3nonc32)c2nonc12 (stereo not drawn)
    -2, 98
CC(C)C(=O)NC(=S)N1CCOCC1
    9, ·
OC(CNCC1CCCO1)Cn1c2ccc(Br)cc2c2cc(Br)ccc21 (stereo not drawn)
    3, ·
O=C(CSc1nnc2ccccn12)N1CCc2ccccc2C1
    0, ·
Cc1cccc(NC(=O)CCCOc2ccccc2)c1
    -4, ·
NS(=O)(=O)c1ccc(-c2ccc(/C=N/Nc3ccccc3)o2)cc1
    0, ·
CCOC(=O)C1C(=O)CC(C)(O)C(C(=O)OCC)C1c1cccc(Cl)c1 (stereo not drawn)
    -2, ·
Cc1nc(SCC(=O)N(C)Cc2ccco2)c2c(C)c(C)sc2n1
    5, 117
CCN(CC)C(=O)CN(C)S(=O)(=O)c1cccc2nsnc12
    5, 90
Cc1ccc(-c2ccc(=O)n(CC(=O)Nc3cccc(C(=O)N4CCN(C)CC4)c3)n2)cc1
    -2, ·
O=C(Nc1ccc(N2CCOCC2)cc1)c1ccc(F)cc1
    5, ·
COc1cc2c(cc1O)CC[C@@H]1[C@@H]2CC[C@]2(C)[C@@H](O)CC[C@@H]12
    ·, 83
O=C(Nc1nc(-c2ccc(S(=O)(=O)N3CCCC3)cc2)cs1)C1COc2ccccc2O1 (stereo not drawn)
    1, ·
COc1c(N)c2ccccc2[nH]c1=O
    8, 118
O=C(CSc1nnc(-c2ccc3c(c2)OCCO3)o1)NC1CCCCC1
    -2, 95
O=C(Nc1cc2cc(Cl)ccc2oc1=O)c1ccccc1
    11, ·
COc1ccc(/C=N\N2CCN(c3ccccc3)CC2)c(OC)c1OC
    6, ·
Cc1ccc(S(=O)(=O)NCC(=O)N2CCC(C)CC2)cc1
    3, 94
CCOC(=O)c1c(NC(=O)Cn2c(C)nc3ccccc32)sc2c1CCC2
    11, 150
COc1ccc(N=Cc2c(O)n(-c3ccccc3F)c(=O)[nH]c2=O)c(OC)c1
    -6, ·
CC(=O)Nc1ccc(NS(=O)(=O)c2ccc(NC(C)=O)cc2)cc1
    7, ·
Cc1cc(C)n(CC(O)Cn2c3ccccc3c3ccccc32)c(=O)n1 (stereo not drawn)
    10, 84
C=COCCNC(=O)C(=O)Nc1c(C)cccc1C
    0, ·
O=C(O)CSc1nnc(Cn2c(=O)sc3ccccc32)n1-c1cccc(Cl)c1
    5, 87
COc1ccc(CCN(Cc2cc3cc4c(cc3[nH]c2=O)OCO4)C(C)=O)cc1OC
    9, ·
COc1cc(C(=O)NN2C(=O)/C(=C/c3ccc(OC)c(OC)c3)SC2=S)ccc1O
    -11, ·
Cn1cnc2cc(OC(=O)c3ccccc3)ccc21
    14, 109
Cc1nc2ccccc2nc1-c1ccc([N+](=O)[O-])cc1
    -1, ·
O=C(c1ccccc1Cl)N1CCN(c2ccc([N+](=O)[O-])cc2C(F)(F)F)CC1
    ·, 271
O=C(CNC(=O)c1ccccc1C(=O)O)c1ccccc1
    11, 92
C[C@](N)(Cc1ccc(O)cc1)C(=O)O
    ·, 84
O=C(CSc1nnc(-c2ccoc2)o1)N1CCOCC1
    8, 97
O=C(O)c1ccc(NC(=O)c2ccc(Br)cc2)cc1
    5, ·
CCOC(=O)c1cnn(-c2ccccc2)c1NC(=O)c1ccccc1
    -8&5, 89
Cc1oc(C(C)(C)C)cc1C(=O)Nc1ccc(N(C)C)cc1
    3, ·
Cc1cccc(NC(=O)C2C3C=CC(C4CC34)C2C(=O)O)c1C (stereo not drawn)
    7, ·
COc1cccc(OC)c1C(=O)NNC(=O)c1ccc(F)cc1
    3, ·
COc1ccccc1C1/C(=C(\O)c2ccc(F)cc2)C(=O)C(=O)N1CCCCCC(=O)O (stereo not drawn)
    -7, ·
O=C1OC2C=CC(Br)=CC2C=C1C(=O)N1CCSC1c1ccc2c3c(cccc13)CC2 (stereo not drawn)
    -5, ·
O=C(NCc1cccs1)c1noc2c1CCCC2
    6, 109
O=C(COc1ccccc1F)NC1CC1
    6, 111
CC1=C(C(=O)Nc2ccc(Cl)cc2)C(c2ccccc2Br)NC(=O)N1 (stereo not drawn)
    8, ·
C=CCSc1nnc(-c2ccc(Cl)cc2Cl)o1
    3, 93
COCc1c(C(=O)OCc2nc(N)nc(Nc3ccccc3C)n2)oc2ccccc12
    -1, 102
CC(C(=O)NC1CCCC1)N(Cc1ccc2c(c1)OCO2)C(=O)c1snc(C(N)=O)c1N (stereo not drawn)
    3, 71
O=c1[nH]c(O)c(C=Nc2ccc(F)c(F)c2)c(=O)[nH]1
    3, ·
O=C1C(=O)N(CCc2ccccc2)c2ccc(Br)cc21
    -7, ·
COC(=O)c1c(C)oc2ccc(NS(=O)(=O)c3ccc(Cl)cc3)cc12
    1, ·
CCCCN(CCCC)C(=O)CN(C)S(=O)(=O)c1ccc2c(c1)n(C)c(=O)c(=O)n2C
    -5, 80
Cc1ccnc(NC(=O)COc2ccc(Cl)c(C)c2)c1
    -22, ·
Cc1cc(C)cc(NC(=O)COc2ccc(Cl)cc2C)c1
    -30, ·
CCc1nnc(NS(=O)(=O)c2ccc(N/C=C\C(=O)c3ccc4c(c3)OCO4)cc2)s1
    4, ·
Cc1nc2sccn2c1C(=O)NN=C1CCCCC1
    -4, ·
CCOC(=O)c1sc2ncn(C(C)C(=O)OCC)c(=O)c2c1C (stereo not drawn)
    4, 91
CCn1c(CC(=O)Nc2cccc(OC)c2)nnc1SCC(=O)Nc1nccs1
    0, 113
Cc1cc(=O)[nH]c(N/N=C/c2ccccc2[N+](=O)[O-])n1
    7, ·
Cc1ccc(N2NC(=O)/C(=C/c3ccc(-c4ccc(S(N)(=O)=O)cc4)o3)C2=O)cc1
    -6, ·
CCCCOC(=O)CCNc1n[nH]c(=O)[nH]c1=O
    8, 92
CCn1c(SCC(=O)NCCc2ccc(OC)c(OC)c2)nc2c1c(=O)n(C)c(=O)n2C
    6, 74
CCOC(=O)c1[nH]c(C)c(C(=O)NCc2ccc(OC)cc2)c1C
    8, 95
Brc1cc2c(cc1Cn1c(-c3cncs3)nc3ccccc31)OCO2
    6, 124
CCOc1cc(/C=C2/SC(=S)N(C)C2=O)ccc1OCCOc1ccc(C(C)(C)C)cc1
    -18, ·
CCOc1ccc(N2C(=O)S/C(=C\c3ccc(C)o3)C2=O)cc1
    3, ·

# The final two entries of the section before are carried over, then new ones follow:
# Second line of a record: HePTP inh, BAP1 inh
CCOc1cc(/C=C2/SC(=S)N(C)C2=O)ccc1OCCOc1ccc(C(C)(C)C)cc1
    -18, ·
CCOc1ccc(N2C(=O)S/C(=C\c3ccc(C)o3)C2=O)cc1
    3, ·
COc1ccc(S(=O)(=O)Nc2ccc(C)c(Cl)c2)cc1OC
    2, ·
CC(=O)Oc1ccc(C(=O)Nc2cccc(C(=O)O)c2C)cc1
    -2, ·
c1ccc(-c2nnc(N3CCOCC3)c3ccccc23)cc1
    -8, ·
Cc1ccc(CCNC(=O)C2CCC(=O)N2Cc2cccnc2)cc1 (stereo not drawn)
    1, 88
CCOc1ccc(/C=N/NC(=O)c2ccccc2O)cc1
    13, ·
COc1ccc(/C(O)=C2/C(=O)C(=O)N(CCCN(C)C)C2c2ccccc2)cc1OC (stereo not drawn)
    6, 84
COc1cc(/C=C2\SC(=S)N(C)C2=O)ccc1OC(=O)c1sc2cc(C)ccc2c1Cl
    -17, ·
O=C(Cn1cnc2c(nnn2Cc2ccc(F)cc2)c1=O)N1CCCCC1
    2, 91
O=C(Nc1ccc(Br)cc1)Nc1cccc(Cl)c1
    -1, ·
O=C(CCCn1c(=S)[nH]c2cc3c(cc2c1=O)OCO3)N1CCN(c2ccccc2F)CC1
    -8, 63
Cc1onc(-c2ccccc2)c1C(=O)n1cccn1
    5, 136
COc1cc(OC)c(C2C3=C(CCCC3=O)Nc3nc4ccccc4n32)cc1OC (stereo not drawn)
    10, 85
CC(=O)C1=C(c2ccccc2)C(=O)c2ccccc2C1=O
    8, ·
O=C1c2oc3ccc(F)cc3c(=O)c2C(c2ccccc2)N1CC1CCCO1 (stereo not drawn)
    -4, 96
O=C(/C=C/c1ccco1)N1CCN(c2ccc(F)cc2)CC1
    44, ·
CCc1cc(C)cc(OCCNC(=O)c2ncn[nH]2)c1
    15, 147
O=C1C=CC(=O)N1c1cccc([N+](=O)[O-])c1
    6, ·
N#Cc1cc2ccccc2nc1SCC(=O)Nc1ccc(S(=O)(=O)N2CCCC2)cc1
    2, 99
C=CCOc1cccc(/C=N/NC(=O)C(=O)NCc2cccnc2)c1
    4, ·
COc1cccc(-c2cc(C(F)(F)F)n3ncc(C(=O)O)c3n2)c1
    10, 97
CC(=O)NCCSC(=O)c1ccc(F)cc1
    3, 99
CCCC(CCC)C(=O)Nc1ccncc1
    7, 77
CCOC(=O)C(CCCOc1c(C)cc(Cl)cc1C)C(=O)OCC
    4, ·
COc1cccc(C(=O)N(CN2CCCC2=O)c2ccccc2OC)c1
    3, 108
N#C/C(=C/c1ccc(O)cc1)C(=O)Nc1cccc(Br)c1
    2, ·
COc1cccc(C(=O)N2CCN(C3CC4CCC3C4)CC2)c1 (stereo not drawn)
    -10, ·
CC(C)COc1ccc(C(=O)Nc2ccccc2[N+](=O)[O-])cc1
    9, ·
O=C(COc1ccccc1)N1CCNC1=O
    6, 111
O=C1NC2(Nc3ccccc31)C(=O)Nc1ccccc12 (stereo not drawn)
    8, 81
NC(=O)c1ccc(NC(=O)c2ccccc2I)cc1
    -10, ·
CC(=O)c1ncnn1CC(=O)c1ccc(Cl)cc1Cl
    6, 91
CCC(=O)Nc1nc2ccccc2n1CCN1CCOCC1
    -2, 99
COc1ccc(CNC(=O)C(C#N)c2nc3ccccc3nc2N2CCN(C)CC2)cc1 (stereo not drawn)
    -4, 76
CCN(CC)C(=O)CSc1nc(C)cc(-c2cccs2)c1C#N
    2, ·
O/N=C1\CCCc2oc3c(c21)CCCC3
    9, ·
CCOC(=O)c1sc2nc(C)ccc2c1N
    -6, ·

# Some of these compounds in order of the BAP1 inh value, rising.
# Second line of a record: HePTP inh, BAP1 inh
COc1ccc(CNC(=O)C(C#N)c2nc3ccccc3nc2N2CCN(C)CC2)cc1 (stereo not drawn)
    -4, 76
CC(=O)c1ncnn1CC(=O)c1ccc(Cl)cc1Cl
    6, 91
CCC(=O)Nc1nc2ccccc2n1CCN1CCOCC1
    -2, 99
